Bioassay records deposited in PubChem BioAssay by National Center for Advancing Translational Sciences (NCATS).
ALOX12 inh: Primary qHTS assay for inhibitors of human arachidonate 12S-lipoxygenase (ALOX12): Round 2. Polyunsaturated fatty acid lipoxygenase ALOX12 (Homo sapiens), P18054. purified 12hLO, xylenol orange hydroperoxide absorbance. Potency, µM (highest dose often 108 µM), for inactives: at the top dose activity change, negative = inhibition, most hits filed as inhibitors. actives 1.1% (n = 580,000). AID 1671190, 2021; note: potency is the fitted concentration of half-maximal effect; % is set by controls: 0 for no effect and ±100 for the full control effect
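Purified human 12hLO at 150 nM in 25 mM Hepes, 0.01% Triton X-100, pH 7.0, preincubated 15 min at room temperature with compound. Reaction started with 40 uM arachidonic acid, 30 min at room temperature. Hydroperoxide measured by Fe-xylenol orange, 573/405 nm absorbance ratio.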
APEX1 inh: qHTS Assay for Inhibitors of the Human Apurinic/apyrimidinic Endonuclease 1 (APE1); actives 0.35% (n = 350,000); recombinant APE1, TAMRA/BHQ-2 abasic DNA cleavage fluorescence; DNA repair nuclease/redox regulator APEX1 (Homo sapiens), P27695; Potency, µM (top dose mostly 65.8 µM), without a hit: at the top dose activity change, negative = inhibition, most hits filed as inhibitors;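 note: potency is the fitted concentration of half-maximal effect; plate controls were vehicle for no effect and reference inhibitor for full effect; nearly all actives have a fitted effect of over 55% in size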
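Substrate: short duplex with […] THF abasic site, 5'-TAMRA and 3'-BHQ-2, 50 nM final. APE1 at 0.75 nM, preincubated 15 min RT with compound. Fluorescence increase from first to third read measured activity.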
Pol beta inh: qHTS Assay for Inhibitors of DNA Polymerase Beta | Potency, µM (titrated, usually from 114 µM), without a hit: top-dose activity change, negative = inhibition, actives largely listed as inhibitors | P06746 | Pol beta primer extension/strand displacement, fluorescence kinetic | actives 1.3% (n = 340,000); note: potency is the fitted concentration of half-maximal effect; % is set by controls: 0 for no effect and ±100 for the full control effect
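Homogeneous kinetic assay of primer extension and strand displacement by 10 nM Pol beta, preincubated 15 min at room temperature with compound before 50 nM substrate (final) was added. Read at 0 and 10 min; four-parameter Hill fit.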
ERG-DNA inh: qHTS for Small Molecule Inhibitors of the ERG Ets/DNA interaction; Transcriptional regulator ERG (Homo sapiens), P11308; fluorescence polarization, His-ERG Ets domain / labelled DNA; Potency, µM (top dose mostly 76.9 µM), for inactives: at the top dose FP activity, negative = inhibition, most hits filed as inhibitors; actives 0.028% (n = 370,000); AID 624246, 2012; active = well fitted inhibition curve with a large enough effect in the polarisation, with a control signal flat; inconclusive = small, poorly fitted or top-dose-only effect, or effect the other way, or a change in a side signal; inactive = no such curve, though single readings can be large or run the other way; the % refers to the polarisation;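 note: polarization taken with two DNA probes labelled with fluorescein and Texas red; potency is the fitted concentration of half-maximal effect; % of control where 0% means no effect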
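His-tagged ERG Ets domain (1 uM in the protein solution; 300mM KCl, 50mM Tris-HCl, 1mM EDTA, 1mM DTT, pH 7.5) received compound, then a probe mix of 5 nM fluorescein-DNA and 100nM Texas-615-DNA. Fluorescence polarization was read for both dyes.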
Pol eta inh: qHTS for Inhibitors of Polymerase Eta | DNA polymerase eta (Homo sapiens), Q9Y253 | recombinant Pol eta, fluorescent DNA replication assay | Potency, µM (top dose mostly 114 µM), inactives show at the highest dose activity change, negative = inhibition, hits mostly inhibitors | actives 1.2% (n = 390,000); note: potency is the fitted concentration of half-maximal effect; % is set by controls: 0 for no effect and ±100 for the full control effect
Target sequence (Q9Y253 whole entry, looked up): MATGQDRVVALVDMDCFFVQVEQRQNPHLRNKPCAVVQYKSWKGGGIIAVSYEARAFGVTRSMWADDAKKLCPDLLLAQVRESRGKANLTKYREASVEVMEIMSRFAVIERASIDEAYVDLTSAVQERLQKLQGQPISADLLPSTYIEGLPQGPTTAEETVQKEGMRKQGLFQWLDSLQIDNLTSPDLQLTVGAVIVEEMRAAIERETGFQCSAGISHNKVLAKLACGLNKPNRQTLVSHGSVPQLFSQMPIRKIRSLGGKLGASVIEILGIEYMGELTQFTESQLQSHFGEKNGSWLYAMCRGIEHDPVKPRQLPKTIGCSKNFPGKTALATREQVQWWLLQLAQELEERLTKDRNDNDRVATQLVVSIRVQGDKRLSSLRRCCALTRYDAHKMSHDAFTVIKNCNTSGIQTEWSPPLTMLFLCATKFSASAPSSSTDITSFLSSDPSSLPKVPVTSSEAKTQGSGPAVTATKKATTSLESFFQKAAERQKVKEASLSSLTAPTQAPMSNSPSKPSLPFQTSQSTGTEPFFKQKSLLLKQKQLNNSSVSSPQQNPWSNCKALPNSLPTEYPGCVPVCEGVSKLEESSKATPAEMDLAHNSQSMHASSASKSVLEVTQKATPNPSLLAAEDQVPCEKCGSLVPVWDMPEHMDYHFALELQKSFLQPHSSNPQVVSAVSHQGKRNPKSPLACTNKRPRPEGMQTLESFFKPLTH
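Fluorescent replication assay: 50 nM final substrate added after a 15 min room-temperature compound preincubation with 10 nM enzyme. Signal taken at 0 min and again at 10 min.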
Apoferritin bind: qHTS Assay for Identification of Novel General Anesthetics | actives 0.074% (n = 350,000) | apoferritin/1-aminoanthracene competitive binding, fluorescence | AID 485281, 2010 | Potency, µM (highest dose often 77.5 µM), inactives show at the highest dose activity change, negative = displacement, most hits filed as inhibitors; note: potency is the fitted concentration of half-maximal effect; % is set by controls: 0 for no effect and ±100 for the full control effect; nearly all actives have a fitted effect of over 20% in size
Target sequence (P02791 2-175 limits assumed): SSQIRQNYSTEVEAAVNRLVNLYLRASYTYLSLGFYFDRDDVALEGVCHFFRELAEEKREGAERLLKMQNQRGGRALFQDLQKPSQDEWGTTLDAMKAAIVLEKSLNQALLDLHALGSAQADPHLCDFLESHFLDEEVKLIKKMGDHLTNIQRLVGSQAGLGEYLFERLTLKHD
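In PBS, apoferritin at 10 uM is loaded with 1-AMA from a 50% saturated solution. After 10 min of compound exposure at ambient temperature, reduced 535 nm fluorescence indicates probe displacement.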
LDHA block: qHTS assay for inhibitors of human lactate dehydrogenase; purified LDHA, NADH/diaphorase-resazurin fluorescence; active compounds read low; L-lactate dehydrogenase A chain (Homo sapiens), P00338; AID 1347041, 2019; actives 0.15% (n = 480,000); activity change, % (values are at about 110 or 230 µM); in the data active = activity change below about -30%; inconclusive = mostly about -25% to -30%;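 note: plate controls were DMSO wells for no effect and wells without enzyme for full effect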
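Human LDH5 (2 nM) was incubated with 0.06 mM NADH and 0.2 mM pyruvate for 5 min at room temperature in Tris pH 7.4. Remaining NADH was coupled through diaphorase/resazurin, and resorufin fluorescence was read at 0 and 20 min.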
RGS4 inh: Inhibitors of Regulator of G Protein Signaling (RGS) 4: qHTS | Regulator of G-protein signaling 4 (Homo sapiens), P49798 | Transcreener GDP fluorescence polarization, RGS4-accelerated GTP hydrolysis | Potency, µM (highest dose often 114 µM), for inactives: top-dose activity change, negative = inhibition, usual class: inhibitors | actives 0.039% (n = 390,000); note: potency is the fitted concentration of half-maximal effect; % is set by controls: 0 for no effect and ±100 for the full control effect; nearly all actives have a fitted effect of over 75% in size; some results filed as inactive show a strong effect at the top dose
Target sequence (P49798 whole entry, looked up): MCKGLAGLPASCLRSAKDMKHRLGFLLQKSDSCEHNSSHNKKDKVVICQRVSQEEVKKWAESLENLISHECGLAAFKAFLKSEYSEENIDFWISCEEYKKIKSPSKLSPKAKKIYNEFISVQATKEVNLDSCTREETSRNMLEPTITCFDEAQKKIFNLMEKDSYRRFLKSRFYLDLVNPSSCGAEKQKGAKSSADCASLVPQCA
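MLSMR compounds (23 nl, pin-transferred) preincubated 10 min at room temperature with a 500nM (2x) first reagent, then RGS4 at 900nM (2x) plus Transcreener GDP mix added; fluorescence polarization (620/688 nm) read before and after 90 min at 30 °C.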
POLK inh: qHTS for Inhibitors of Polymerase Kappa. Potency, µM (series often up to 107 µM), without a hit: top-dose activity, negative = inhibition, usual class: inhibitors. DNA polymerase kappa (Homo sapiens), Q9UBT6. purified Pol kappa, fluorescent DNA synthesis assay, 10 min. actives 0.53% (n = 400,000). AID 588579, 2011; note: potency is the fitted concentration of half-maximal effect; % is set by controls: 0 for no effect and ±100 for the full control effect
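Kinetic fluorescence screen: compound preincubated 15 min RT with 10 nM enzyme; 50 nM substrate (final) initiates; reads at 0/10 min.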
Starred values were filed as active, the others as inactive; ? = inconclusive; / = not tested or not shown; & = joins results of further samples; [ ] = remark or other dose. Unless noted, calls come from the whole dose curve; as a rule, active = well fitted curve in the direction sought with a large enough effect; inconclusive = small, poorly fitted or top-dose-only effect, or another doubt; inactive = no such curve, though single readings can be large; an effect the other way counts as inactive or inconclusive.

SMILES	ALOX12 inh	APEX1 inh	Pol beta inh	ERG-DNA inh	Pol eta inh	Apoferritin bind	LDHA block	RGS4 inh	POLK inh
CC(=O)Nc1ccc(NC(=O)C(C)OC(=O)CCC2CCCCC2)cc1 (centres undefined)	2%	16%	9%	21%	-7%	?	0	-13%	0%
CCOC(=O)CC(=O)Nc1ccc(C)cc1	-19%	0%	25%	8%	1%	-11%	-4	3%	-17%
O=C(CCSCc1cccc(Cl)c1)NCCc1ccccc1	-12%	6%	16%	5%	-14%	-7%	-5	-28%	-13%
CC(=O)OC1CCC2(C)C(=CCC3C4CC(=O)N(O)C(=O)C4(C)CCC32)C1 (centres undefined)	-20%	/	/	-1%	-13%	/	5	-18%	-9%
COc1ccc2[nH]c(C)c(CCN3C(=O)OC(C)(C)C3(C)O)c2c1 (centres undefined)	6%[57.4 µM]	-3%	3%	1%	-13%	-3%	3	-1%	-14%
COc1ccc(N2C(=O)C3CCCN3C2c2cccc(Br)c2)cc1 (centres undefined)	12%[57.4 µM]	4%	21%	-2%	-15%	-4%	-10	-3%	-23%
CCN(CC)C(=O)c1ccccc1NC(=O)CN1C(=O)c2ccccc2S1(=O)=O	-14%	3%	53%	-6%	4%	-7%	-16	32%	-16%
Cc1ccc(CCNC(=O)c2c[nH]c3ccc(S(=O)(=O)Nc4cccc(C(F)(F)F)c4)cc3c2=O)cc1	-5%	/	?	-6%	10%	-12%	-5	6%	-5%[60.1 µM]
COc1cc(NC(=O)C(C)Oc2ccccc2)c(OC)cc1NC(=O)c1ccccc1 (centres undefined)	/	-17%	2%	-1%	-11%	-3%	11	-13%	-21%
CC(C)CC(NC(=O)C1CCCN1C(=O)CNC(=O)OCc1ccccc1)C(=O)O (centres undefined)	-3%	51%[activator]	20%	17%	-4%	28%	-4	-10%	0%
CCCOc1ccc(C(=O)Nn2c(C)nc3ccccc3c2=O)cc1	22%	-8%	3%	5%	-8%	-10%	-15	4%	0%
CN(C(=O)c1ccc(NC(=O)Cc2ccc(NC(=O)C3CCCN(C(=O)C4CCCC4)C3)cc2)cc1)C1CCCC1 (centres undefined)	-8%	/	/	-7%	-10%	/	-10	3%	-13%
CCCCn1c(N)c(N(CC)C(=O)c2cccs2)c(=O)[nH]c1=O	-11%	-10%	/	1%	1%	/	1	0%	-17%
CCOC(=O)c1c(C)[nH]c(C)c1C(=O)COC(=O)CSc1ccc(C)cc1	-8%	-8%	/	13%	-27%	/	2	-19%	-2%
O=C(O)c1cccc(CN2C(=O)SC(Nc3ccccc3)C2=O)c1 (centres undefined)	-6%	19%	-15%	0%	4%	-17%	-3	-11%	-13%
Cc1nn2c(NCCN3CCOCC3)c3c(nc2c1-c1ccccc1)CCCC3	41%[activator]	7%	15%	4%	-13%	2%	8	-23%	-20%
CCOc1cc(CN2CCN(CCOCCO)CC2)ccc1OC	?	0%	-8%	/	-9%	-3%	-5	5%	-2%
Cc1cc(NCc2ccc3c(c2)OCO3)n2nc(C)nc2n1	137%[activator]	-2%	15%	-2%	5%	12%	-9	17%	1%
Nc1cc(=O)nc(SCC(=O)Nc2ccc(F)cc2)n1CCc1ccccc1	-19%	/	1%	4%	-14%	?	1	-10%	4%
Cc1ccc2c(c1)N(CC(=O)OCC(=O)NCc1ccccc1)C(=O)CO2	0%	-5%	29%	-2%	4%	-4%	-1	9%	4%
CCOC(=O)c1cc(-c2ccc(/C=N\n3cnnc3)o2)ccc1Cl	31%	22%	-23%	-9%	-15%	0%	-9	14%	-9%
CC(C)NC(=O)Cn1c(SCC(=O)N2CCc3ccccc3C2)nc2ccccc21	-21%	-3%	10%	2%	-10%	-12%	-1	-6%	-4%
CN(C)CCCN(C(=O)/C=C/c1cccs1)c1nc2ccc(F)cc2s1	?	-3%	1%	18%	-20%	-5%	-10	-30%	-11%
COc1ccc(-c2nc(-c3cccs3)c(-c3cccs3)[nH]2)cc1O	-21%	-9%	-27%	-7%	?	-6%	1	-14%[11.4 µM]	-12%
CC(C)OP(=O)(Nc1cccc2ccccc12)OC(C)C	-10%	8%	-25%	0%	-23%	-13%	0	12%	0%
Cc1cc(Cl)ccc1OCC(=O)Nc1ccc2oc(=O)ccc2c1	-9%	3%	44%	-1%	-6%	-9%	-2	0%	-3%
O=C(CC1CCCCC1)Nc1ccccc1-c1ccccc1	-12%	4%	-1%	-5%	-14%	2%	-4	11%	-3%
CCN(CC)CCCOC(=O)C(c1ccccc1)c1ccccc1	?	-6%	-17%	10%	-18%	-6%	13&-8	11%	4%
CCN(CC)S(=O)(=O)c1ccc(NC2c3ccccc3C(=O)N2Cc2ccco2)cc1 (centres undefined)	?	-3%	4%	5%	-6%	?	2	-43%	-5%
CC1CCCCC1N(C)C1CCN(C(=O)CNC(=O)/C=C/c2cccc(Cl)c2)CC1 (centres undefined)	?	-9%	3%	-5%	0%	1%	-8	12%	-15%
Cc1ccc(C(=O)NC(=S)N(C)C2CCCCC2)cc1	480%[activator]	-9%	?	-4%	-14%	?	-3	-28%	-2%
CCS(=O)(=O)c1ccc2oc(SCC(=O)Nc3ccc(OC)cc3)nc2c1	-10%	4%	-3%	6%	3%	-5%	1	10%	-17%
COc1ccc(CCNC(=S)N2CCC(Cc3ccccc3)CC2)cc1OC	-15%	-6%	0%	5%	-5%	68%[activator]	-5	22%	-16%
COc1ccc(NC(=S)NCc2ccc(Cl)cc2)c(OC)c1	?	-2%	-6%	-21%	-2%	-20%	3	16%	5%
C#CCn1cc[n+](CC(=O)N(C)C)c1	0%[57.4 µM]	-7%	5%	/	-7%	-8%	3	4%	2%
Cc1oc2ncnc(N3CCCCC3)c2c1C(=O)NCC1CCN(Cc2ccc(F)cc2)CC1	-25%	/	13%	-2%	0%	-3%	-1	-5%	-1%
CCCc1cnc2c(c1SCc1cccc(F)c1)c(=O)n(C)c(=O)n2C	-22%	/	1%	0%	-7%	-11%	-1	-14%	-9%[60.1 µM]
COc1cc(/C=C/c2cc(C(=O)O)c3ccccc3n2)ccc1OC(F)F	?	-1%	-25%	-17%	1%	-8%	-2	28%	-5%
CC(=O)c1ccc(Nc2cc(C)nc3ccc(C)cc23)cc1	-18%	12%	14%	3%	-13%	-5%	-8	0%	-14%
O=C(NCc1ccccc1)/C(=C/c1cccc([N+](=O)[O-])c1)NC(=O)c1ccco1	-25%	0%	37%	-4%	7%	5%	-21	38%	-10%
CC1CCN(CC(=O)Nc2cccc(C(=O)Nc3cccc(C(F)(F)F)c3)c2)CC1	?	-11%	4%	-5%	-26%	?	-5&3	0%	-2%
CC(NC(=O)COc1ccccc1Cl)c1ccccc1 (centres undefined)	8%	25%	?	11%	-8%	-6%	1	-36%	6%
Cc1ccc(C(=O)NC(C)CCc2ccccc2)cc1[N+](=O)[O-] (centres undefined)	-1%	0%	4%	6%	-3%	-15%	-1	-13%	-10%
CC(C)C[C@@]12C(=O)N(c3ccc(Br)cc3)C(=O)N1[C@H](c1ccc(Br)cc1)[C@@H]1C(=O)N(C(C)(C)C)C(=O)[C@@H]12	?	-6%	3%	-7%	-14%	2%	-9	22%	-10%
CCn1c(CNC(=O)Cc2ccc(OC)cc2)nnc1SCC(=O)c1ccc(Br)cc1	14%	-1%	-1%	-5%	3%	-19%	-16	-13%	-6%

Three entries drawn at random from the list so far:
SMILES	ALOX12 inh	APEX1 inh	Pol beta inh	ERG-DNA inh	Pol eta inh	Apoferritin bind	LDHA block	RGS4 inh	POLK inh
CCn1c(CNC(=O)Cc2ccc(OC)cc2)nnc1SCC(=O)c1ccc(Br)cc1	14%	-1%	-1%	-5%	3%	-19%	-16	-13%	-6%
COc1cc(/C=C/c2cc(C(=O)O)c3ccccc3n2)ccc1OC(F)F	?	-1%	-25%	-17%	1%	-8%	-2	28%	-5%
Cc1oc2ncnc(N3CCCCC3)c2c1C(=O)NCC1CCN(Cc2ccc(F)cc2)CC1	-25%	/	13%	-2%	0%	-3%	-1	-5%	-1%

Further results follow:
SMILES	ALOX12 inh	APEX1 inh	Pol beta inh	ERG-DNA inh	Pol eta inh	Apoferritin bind	LDHA block	RGS4 inh	POLK inh
NC(=O)CCN1CCC(c2nc3ccccc3s2)CC1	-8%	-6%	68%	-15%	-7%	4%	-11	16%	-8%
O=C(Nc1nc(N2C(=O)c3ccccc3C2=O)n(-c2ccccc2)n1)c1ccc(F)cc1	17%	2%	-1%	-3%	-8%	-17%	3	11%	-13%
Cc1cc(C)cc(-n2c(-c3ccccc3)c(C)n3c4c(=O)n(C)c(=O)n(C)c4nc23)c1	?	/	21%	-3%	-11%	-2%	2	-6%	-34%
COc1cc(NC(=O)c2ccc(CNc3c(N4CCCC4)c(=O)c3=O)cc2)cc(OC)c1OC	-20%	4%	7%	-1%	-17%	-3%	0	-9%	-2%

An excerpt; count on the stated rates, not on these rows.
